High-throughput results deposited in PubChem by several laboratories.
PfHsp90 set2 – growth inhibition of PfHsp90-expressing yeast, primary screen, antimalarial PfHsp90 inhibitor project, S. cerevisiae, BacTiter-Glo luminescence, single point, set 2 | BacTiter-Glo ATP, 48 h; yeast lacking PDR1 and PDR3 efflux regulators | inhibition, % at 9.4 µM | actives 0.32% (n = 310,000) | AID 504621, 2011;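 active means every replicate shows inhibition above about 80%, whatever the replicate mean, limit read from the data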;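 further: 0% = DMSO neutral controls and 100% = 20 µM radicicol positive controls; yeast relying on Plasmodium falciparum Hsp90 in place of its own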
CAL PDZ inh – CAL PDZ peptide-binding inhibitors, primary screen, biochemical, fluorescence polarization, Cer-tagged CAL PDZ, HTS. Golgi-associated PDZ and coiled-coil motif-containing protein (Homo sapiens), Q9HD26. purified CAL PDZ, TMR-peptide fluorescence polarization, 1 h. inhibition, % at 20 µM. actives 0.02% (n = 330,000). AID 504414, 2011;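 active means highest replicate inhibition of at least 40%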;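 further: plate controls were DMSO neutral control wells for no effect and unlabeled competitor peptide control wells for full effect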
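System: purified tagged CAL PDZ domain construct (CerCALP). Schedule: 1 h incubation at room temperature before polarization reading. Medium: 25 mM sodium phosphate pH 7.4, 150 mM NaCl, TCEP, IgG, Thesit. Read-out: percent inhibition from loss of millipolarization. Measured by: FP readout, S and P plane fluorescence. Probe or stimulus: fluorescent TMR peptide probe.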
DAGLB inhibitor – DAGLB lipase inhibitors, primary screen, biochemical, fluorescence, HTS; inhibition, % at 5.17 µM; HEK293T DAGLB membrane lysate, EnzChek fluorogenic substrate; AID 504411, 2011; actives 0.059% (n = 340,000); in the data active means inhibition above about 34%;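 further: 0% = enzyme with vehicle and 100% = wells lacking enzyme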
Ecoli viability – E. coli V3065 growth inhibition, primary screen, counter-screen for AddAB inhibitor project, absorbance, OD600; 18 h; actives 0.27% (n = 330,000); inhibition, % at 11.9 µM; AID 449728, 2010;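 active means inhibition above the campaign's mean inhibition across all tested compounds plus 3 SD, cut at about 9.9% in these data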;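 further: uninfected addAB+ strain grown without phage in ampicillin broth; 0% = DMSO wells and 100% = ciprofloxacin 0.95 µg/ml wells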
phage Ecoli inh – growth loss of phage-infected E. coli, primary screen, RecBCD inhibitor project, absorbance, with phage, HTS. inhibition, % at 11.9 µM. actives 0.26% (n = 360,000). AID 651602, 2012; in the data active means inhibition above about 11%
AddAB inh – growth inhibition of E. coli expressing H. pylori AddAB, primary screen, AddAB inhibitor project, absorbance; inhibition, % at 11.9 µM; actives 0.29% (n = 330,000); in the data active means inhibition above about 12%;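 further: 0% = vehicle wells of infected cells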
Rtt109 HAT inh – inhibitors of C. albicans Rtt109/Vps75 HAT, primary screen, biochemical, ThioGlo CoA-SH fluorescence, plate reader; purified Rtt109/Vps75, 4 h; inhibition, % at 34.9 µM; actives 0.16% (n = 330,000); AID 540336, 2011;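 active means inhibition of at least 50% in every replicate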
Target sequence (Q5AAJ8 whole entry, looked up): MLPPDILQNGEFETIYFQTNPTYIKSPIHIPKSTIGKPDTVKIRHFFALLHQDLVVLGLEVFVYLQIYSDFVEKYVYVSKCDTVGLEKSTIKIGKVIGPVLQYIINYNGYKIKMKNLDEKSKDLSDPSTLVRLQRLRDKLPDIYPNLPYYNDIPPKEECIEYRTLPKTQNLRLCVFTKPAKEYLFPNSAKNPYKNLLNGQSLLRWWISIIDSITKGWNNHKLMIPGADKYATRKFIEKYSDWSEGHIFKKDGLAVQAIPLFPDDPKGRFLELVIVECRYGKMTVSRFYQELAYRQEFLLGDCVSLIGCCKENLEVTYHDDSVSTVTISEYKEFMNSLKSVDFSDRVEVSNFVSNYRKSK
PvdQ inh – P. aeruginosa PvdQ acylase inhibitors, primary screen, biochemical, fluorescence, plate reader and imaging, single point | PvdQ acylase [Pseudomonas aeruginosa LESB58] | purified PvdQ acylase | inhibition, % at 10 µM | actives 0.063% (n = 340,000) | AID 488965, 2010; in the data active means inhibition above about 30%, passing the limit was not always enough;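 further: 0% = vehicle neutral wells and 100% = reference inhibitor wells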
Wnt bcat act – Wnt/beta-catenin pathway activators, primary screen, cell-based, plate reader, single point; actives 1.2% (n = 300,000); Wnt/beta-catenin reporter cell assay, activator; activation, % at 9.35 µM; in the data active means activation above about 30%, passing the limit was not always enough;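 further: 0% = neutral control wells and 100% = positive control wells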
Tat transport – E. coli Tat export inhibitors, primary screen, MC4100, TorA-mCherry reporter, fluorescence, single point | actives 0.036% (n = 340,000) | inhibition, % at 10 µM | AID 488895, 2010;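 active means mean replicate inhibition at least 50% and at least half of replicates individually reaching 50%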;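 further: exported cargo escapes ClpAP degradation while cytoplasmic cargo is degraded and loses fluorescence; 0% = median of neutral control wells and 100% = median of NaSCN control wells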
Starred values were filed as active, the others as inactive; x = not tested or not shown; & = joins results of further samples.

#	SMILES	PvdQ inh	AddAB inh	DAGLB inhibitor	Ecoli viability	PfHsp90 set2	CAL PDZ inh	phage Ecoli inh	Tat transport	Wnt bcat act	Rtt109 HAT inh
1	O=C(c1ccc(Cl)c(S(=O)(=O)N2CCCCCC2)c1)N1CCN(c2ccccn2)CC1	-3.5	2.0	-4.8	0.0	-46.3	-1.3	2.3	2.7	x	10.1
2	Cc1ccccc1Nc1nc(N)nc(COC(=O)c2ccccc2)n1	-0.7	4.0	1.6	-0.2	2.0	-1.8	1.4	3.2	x	-5.3
3	O=C(c1cc2nc(-c3ccc(Cl)cc3)cc(C(F)(F)F)n2n1)N1CCOCC1	-11.1	-0.8	-1.0	-0.9	8.9	-0.8	1.7	-10.2	0.1	-7.2
4	O=C1OCCC1Sc1nnc(-c2ccc3c(c2)OCO3)o1 (configuration not stated)	-9.1	0.2	1.1	1.8	-2.6	0.4	1.1	-2.4	-0.6	6.9
5	O=C(O)CCC(=O)NN1C(=O)c2ccccc2NC1c1ccco1 (configuration not stated)	-7.9	1.6	0.8	1.6	-4.0	-2.7	-0.1	-2.3	-1.3	-19.2
6	CCN1CCN(CCNC(=O)c2cn(C(C)c3ccccc3F)nn2)CC1 (configuration not stated)	-10.0	-0.5	0.5	-2.4	-7.8	1.4	-1.1	4.0	x	-3.1
7	O=c1oc(-c2ccccc2)nc2sc3c(c12)CCC3	-18.6	-1.1	-4.9	-1.4	1.4	-2.6	5.6	13.7	-0.2	2.0
8	CC(=O)NCCc1cnc[nH]1	-15.3	1.7	-1.2	-2.7	2.8	-4.4	1.4	-3.9	-0.6	-5.2
9	CC(C(=O)Nc1ccc(S(=O)(=O)N2CCCC2)cc1)N1CCN(C(=O)c2ccco2)CC1 (configuration not stated)	-15.1	1.9	1.4	-0.8	x	-0.5	3.5	-11.4	-1.9	9.0
10	COc1ccc(CCC(=O)NCC2CCCCC2)cc1OC	-7.8	-0.4	-1.6	-0.7	-1.4	-2.1	0.5	-8.0	1.2	0.4
11	O=c1[nH]c2ccc(Cl)cc2c(O)c1Cc1ccccc1	-10.5	3.6	3.2	2.7	-10.5	0.7	4.7	8.2	-10.1	0.2
12	CCOP(=O)(c1c(F)c(F)c(F)c(F)c1F)C1(O)CCCCC1 (configuration not stated)	-9.3	3.7	-2.4	1.7	5.8	-0.8	2.6	-4.0	-1.0	-6.3
13	CNc1nc(-c2ccc3c(c2)CCN3C(=O)c2ccccc2F)c(C)s1	10.0	-1.1	-3.9	-0.8	-6.9	0.1	0.7	-2.5	-0.8	-1.8
14	Cc1ccc(N(C(=O)Cn2nnc(-c3ccc(F)cc3)n2)C(C(=O)NC(C)(C)C)c2ccncc2)cc1 (configuration not stated)	16.7	1.6	-1.0	1.6	-14.2	-1.2	4.7	-5.2	-6.0	x
15	COCCNC(=O)c1onc(CSc2cc(C)cc(C)c2)c1C(=O)NCCOC	1.3	1.8	-2.5	-1.9	1.3	-0.4	-0.6	6.0	-5.3	-5.2
16	N#Cc1cccc(NC(=O)CNC(=O)Cc2ccccc2)c1	2.1	1.9	-2.2	0.2	-31.9	-0.8	1.0	0.8	-3.7	-7.2
17	COCCCN1CC(=O)N2C(c3cccc(OC)c3OC)c3[nH]c4ccccc4c3C[C@H]2C1=O (some centres not stated)	-6.6	-3.0	0.8	-3.8	14.2	-0.9	-0.9	1.8	4.7	5.7
18	CC(=O)c1ccc(N2CCN(S(=O)(=O)c3cccc4nsnc34)CC2)cc1	4.8	-2.8	0.7	-1.7	0.6	0.5	2.3	-2.9	-1.1	3.5
19	CN(C1(C)CCS(=O)(=O)C1)S(=O)(=O)c1ccc2ccccc2c1 (configuration not stated)	14.0	0.8	-5.9	1.3	-8.5	-0.9	2.2	7.0	-0.4	-2.2
20	CCOc1ccccc1CNC(=O)C1CCCN(c2nnc(C)c3c(C)n(-c4ccccc4)nc23)C1 (configuration not stated)	-3.4	1.6	2.2	-1.4	-5.9	-0.8	2.9	2.2	2.0	-7.2
21	Cc1[nH]c(=O)c(C#N)c(C)c1Br	7.6	3.8	2.1	0.6	-8.6	-1.7	2.4	5.7	-1.2	8.9
22	CC1CC(C)CN(C(=O)COC(=O)c2ccc3c(c2)OCCO3)C1 (configuration not stated)	-13.8	-0.9	1.6	-0.5	x	-1.0	1.0	-1.8	-6.3	-12.5
23	CCOC(=O)C(Cc1ccc(OC)c([N+](=O)[O-])c1)NC(=O)CCC(=O)Nc1ccc(C)cc1 (configuration not stated)	-1.3	5.2	0.8	-0.3	14.5	-0.9	-3.4	-6.7	0.1	0.5
24	O=C(CCCCCn1c(=O)[nH]c2ccsc2c1=O)NCc1ccc(F)cc1	-15.7	-1.7	1.0	0.7	65.4	-1.6	3.5	12.5	x	9.0
25	Cc1cc(C(C)(C)C)c(O)c(C)c1CC1=NCCN1	-13.4	1.8	1.3	0.7	1.5	0.0	3.5	1.2	-0.3&-1.4	1.9
26	COc1ccc(S(=O)(=O)N(C)CC(=O)Nc2ccccc2C(F)(F)F)cc1OC	-2.5	0.2	1.7	-0.8	37.6	-0.4	1.6	13.4	0.1	1.4
27	CC(C)(C)NS(=O)(=O)c1ccc(OCC(=O)NCc2ccco2)cc1	-16.4	-0.1	0.9	-1.4	x	-1.2	3.0	1.4	-1.0	-0.7
28	Cc1c(NC(=O)c2ccc(-c3cccc([N+](=O)[O-])c3)o2)c(=O)n(-c2ccccc2)n1C	-3.8	1.1	0.2	3.3	-24.8	-0.1	2.7	6.0	-13.4	5.9
29	Cc1cc(C)n(-c2nc3ccccc3nc2N2CCOCC2)n1	-10.2	1.2	2.1	1.0	-8.8	-1.2	-0.6	1.3	0.6	2.7
30	Cc1c(NC(=O)Nc2cccc(C#N)c2)c(=O)n(-c2ccccc2)n1C	-12.6	-4.0	-0.6	-3.4	-1.1	0.5	-2.1	-4.1	3.2	-5.0

An excerpt from above with just Wnt bcat act and Tat transport.
| entry | mol | Wnt bcat act | Tat transport |
| --- | --- | --- | --- |
| 16 | N#Cc1cccc(NC(=O)CNC(=O)Cc2ccccc2)c1 | -3.7 | 0.8 |
| 13 | CNc1nc(-c2ccc3c(c2)CCN3C(=O)c2ccccc2F)c(C)s1 | -0.8 | -2.5 |
| 26 | COc1ccc(S(=O)(=O)N(C)CC(=O)Nc2ccccc2C(F)(F)F)cc1OC | 0.1 | 13.4 |

(cont.)
#	SMILES	PvdQ inh	AddAB inh	DAGLB inhibitor	Ecoli viability	PfHsp90 set2	CAL PDZ inh	phage Ecoli inh	Tat transport	Wnt bcat act	Rtt109 HAT inh
31	COc1ccc(CC(=O)Nc2nc(-c3ccccc3)c(C(C)=O)s2)cc1OC	-7.4	3.6	-3.9	0.6	-11.2	-1.2	1.2	2.9	1.4	7.7
32	O=C(c1cc([N+](=O)[O-])ccc1N1CCOCC1)N1CCN(c2ccccc2)CC1	5.3	-2.0	-1.1	-2.5	-11.1	-2.6	3.1	-6.8	-2.4	8.6
33	CCOC(=O)N1CCN(S(=O)(=O)c2ccc(F)c(C(=O)Nc3cccc(Cl)c3C)c2)CC1	-4.8	2.1	-1.8	3.0	8.0	-2.4	2.6	-3.0	-5.6	0.3
34	CC1CCCCN1C(=O)CSc1nnc(-c2ccco2)o1 (configuration not stated)	-0.6	2.0	0.7	-1.9	-1.2	-0.9	-1.0	-5.6	16.2	-5.0
35	C[C@]12C(=O)N(c3ccc(Cl)cc3)C(=O)N1[C@H]1c3ccccc3OC[C@@H]1[C@H]2c1ccccc1	10.4	-0.4	-13.9	-4.3	-5.2	0.5	x	10.9	x	-7.6
36	Cc1noc(C)c1COc1ccc(C(=O)O)cc1	-5.2	0.9	-0.9	0.7	-4.1	-0.4	2.6	-12.8	-0.8	0.9
37	Cc1ccc(Oc2ccc3c(c2)C(=O)N(c2cccc4cccnc24)C3=O)cc1	-18.1	-0.2	-4.4	-1.9	3.0	-1.1	-1.1	-14.5	-9.3	4.9
38	Oc1ccc(Br)cc1CN1CCCCCCC1	-8.7	-0.2	-3.5	0.6	13.5	x	1.9	-7.3	-3.8	-1.7
39	COc1ccc2c(CCNC(=O)c3ccco3)c[nH]c2c1	3.8	0.3	-2.7	-0.4	10.9	0.1	0.7	-1.2	2.7	7.7
40	COc1cc2c(cc1NC(=O)C(c1ccccc1)c1ccccc1)CCCC2	-16.7	0.2	-9.6	-1.4	x	-1.7	2.6	-1.9	x	-4.6
41	CCOc1ccc(NC(=O)CN2C(=O)NC(CCSC)C2=O)cc1 (configuration not stated)	-13.2	2.0	-3.4	0.0	x	-5.2	2.9	-8.0	-0.8	2.4
42	CC(C)(C)C1CCc2onc(C(=O)Nc3ccc(F)cc3F)c2C1 (configuration not stated)	-17.1	0.2	-9.8	0.8	x	x	4.2	5.6	x	-0.5
43	CCOC(=O)Cc1ccc2sc(-c3ccccc3)nc2c1	2.1	3.2	-28.1	-1.0	1.1	0.0	2.3	15.9	x	-1.6
44	COc1ccc(CCNC(=O)C2CCN(S(=O)(=O)N3CC(C)CC(C)C3)CC2)cc1OC (configuration not stated)	-7.2	-0.1	-0.5	2.6	-20.3	0.0	-0.2	6.3	x	4.1
45	O=C(COC(=O)c1cccc([N+](=O)[O-])c1)NC1CCCC1	9.7	-1.4	-0.6	-1.4	-7.1	-0.8	-0.1	4.2	-2.5	-4.3

Some of these compounds in order of their number in Tat transport, rising.
item | structure | Tat transport
37 | Cc1ccc(Oc2ccc3c(c2)C(=O)N(c2cccc4cccnc24)C3=O)cc1 | -14.5
38 | Oc1ccc(Br)cc1CN1CCCCCCC1 | -7.3
34 | CC1CCCCN1C(=O)CSc1nnc(-c2ccco2)o1 (configuration not stated) | -5.6
